Bioassay records from PubChem.
RMI FANCM FP: RMI-FANCM interaction inhibition | actives 0.58% (n = 70,000) | Fluorescence polarization, RMI core complex with F-MM2 peptide; hits give low values | AID 1159607 | FP signal (polarization) at 33 µM; in the data active = FP signal below about 40; note: inactives centre near 61; strong numbers were not always called active; unit not given here
An asterisk follows results filed as active; & = joins results of further samples; ! = not confirmed by another sample. A portion of the library (hit frequency here may not be typical).

Molecule | RMI FANCM FP
Cc1ccc(C)c(N2CC(O)(c3cccs3)[N+]3=C2CCCCC3)c1 (stereo not drawn) | 81
CCOc1ccc(-c2noc(CCn3c(=O)[nH]c4ccccc4c3=O)n2)cc1OC | 60
Cc1ccsc1C1C2=C(CCCC2=O)Nc2c1c(=O)n(C)c(=O)n2C (stereo not drawn) | 55
O=C(O)c1ccc2c3c(cccc13)C(=O)N(c1ccc(N=Nc3ccccc3)cc1)C2=O | 61
O=C(O)COc1cccnc1 | 65
O=C(Nc1sc2c(c1-c1nc3ccccc3s1)CCCC2)C1COc2ccccc2O1 (stereo not drawn) | 51
O=C(CSc1nccc(C(F)(F)F)n1)c1ccc(Br)cc1 | 54
O=C(CSc1ccc(-c2ccc(-n3cccn3)cc2)nn1)Nc1ccc(F)c(Cl)c1 | 73
CS(=O)(=O)c1cccc2sc(N3CCN(c4nc5c(F)cccc5s4)CC3)nc12 | 98
O=C(CSCCCN1CCN(c2cccc(Cl)c2)CC1)N/N=C\c1ccc(Cl)cc1 | 56
O=S(=O)(NCC1CCN(C2CCCC2)CC1)c1ccc2c(c1)OCCO2 | 69
COc1ccc2nc(NC(=O)/C=C/c3ccccc3)sc2c1 | 87
CCN(CC)S(=O)(=O)c1ccc(N/N=C(/C#N)c2nc3ccccc3s2)cc1 | 48
Cn1cc(Br)c(-c2cccc(N3C(=O)CC(C)(C)CC3=O)c2)n1 | 62
O=C1CSCC(=O)N1c1ccccn1 | 49
O=C(NCc1ccsc1)C1CCCCC1 | 69
COc1ccc(NC(=O)CSc2ccc(F)cc2)c([N+](=O)[O-])c1 | 9*
Cc1sc2c(c1C)C(=O)/C(=C\Nc1ncccn1)S(=O)(=O)N2C | 56
CCC(=O)Nc1nnc(-c2ccc(Br)s2)o1 | 67
CNC(=O)CSc1nnc2[nH]c(=O)cc(C(C)(C)C)n12 | 65
c1ccc(Cn2nnc3c(Sc4nnc(-c5ccncc5)o4)ncnc32)cc1 | 58
CCc1ccc2nc(N(CCCN(C)C)C(=O)c3ccc(C(=O)c4ccccc4)cc3)sc2c1 | 101
Cc1cc(C(=O)Nc2ccc3c(c2)OCO3)n(C)n1 | 54
Cc1cc2c(cc1C)C(=O)C(N1CCOCC1)=C(c1ccccc1)C2=O | 55
NC(=O)c1cnn(-c2cccc(Cl)c2)c1N | 69
O=C(Nc1ccc(SCC(=O)N2CCCCC2)nn1)c1cccc(F)c1 | 64
CC(C)C(=O)N1CCc2ccc(NC(=O)c3cc4ccccc4oc3=O)cc2C1 | 66
COc1ccc2nc(N=Nc3c(O)ccc4ccccc34)sc2c1 | 59
Cc1cc(S(=O)(=O)C(CNC(=O)C2CCCCC2)c2cccs2)ccc1F (stereo not drawn) | 58
CC(=O)N1CCCc2ccc([N+](=O)[O-])cc21 | 70
c1csc(-c2csc(CN3CCNCC3)n2)c1 | 72
CC(=O)c1ccc(NC(=O)CN2CCN(Cc3nc(-c4cccs4)cs3)CC2)cc1 | 68
Cc1nc(SCc2ccccc2)[nH]c(=O)c1CC(=O)NCCc1ccc(S(N)(=O)=O)cc1 | 59
Cc1ccccc1Sc1ccccc1C(=O)O | 52
CSc1ccc(CC(=O)Nc2nc3c(s2)COc2ccccc2-3)cc1 | 76
Nc1nc(SCC(=O)NCc2ccc3c(c2)OCO3)n[nH]1 | 71
COc1ccc(N2CC(NC(=O)/C=C\c3ccc([N+](=O)[O-])cc3)CC2=O)cc1 (stereo not drawn) | 53
O=C(CSc1nc(-c2ccccc2)cc(=O)[nH]1)N1CCc2ccccc21 | 58
O=C(OCc1cc(-c2cccs2)on1)c1cc2ccccc2o1 | 59
O=[N+]([O-])c1ccc(/C=C/c2ccc([N+](=O)[O-])cc2S(=O)(=O)O)c(S(=O)(=O)O)c1 | 55
CC(NC(=O)NC1CCCCC1)C(c1cccs1)N1CCN(c2ccccc2)CC1 (stereo not drawn) | 59
Cc1cccc(CN2CCN(C(c3ccccc3)c3ccc(Cl)cc3)CC2)c1 (stereo not drawn) | 66&60&56
COCCN1CCC(CNC(=O)C(=O)Nc2ccc(C(C)C)cc2)CC1 | 81
O=C(COc1ccccc1)N(Cc1ccccn1)c1nc2ccc(Cl)cc2s1 | 55
COC(=O)c1scc(-c2ccc(C)cc2)c1S(=O)(=O)Nc1ccc(C)c(Cl)c1 | 59
CC1CCN(S(=O)(=O)Nc2cccc3cccnc23)CC1 | 65
O=C(Nc1nc(-c2ccccc2)cs1)c1ccco1 | 60
Cc1nnc(SCc2cc(Br)cc(Br)c2)[nH]c1=O | 55
COc1cccc2c(Nc3ccc(F)c(Cl)c3)c(C#N)cnc12 | 67
Nc1cc(Cl)c(NC2=NCCN2)c(Cl)c1 | 54
COc1ccc(OC)c2sc(N(CCCn3ccnc3)C(=O)COc3ccccc3)nc12 | 63
O=[N+]([O-])c1ccccc1S(=O)(=O)Nc1ccc(N2CCOCC2)cc1 | 57
N#Cc1ccsc1NC(=O)Cc1ccc(F)cc1 | 52
CC(C)Cn1c(CN2CCN(c3ccc(F)cc3)CC2)nc2c1c(=O)n(C)c(=O)n2C | 57
COc1ccc2sc(N(CCN3CCOCC3)C(=O)c3ccnn3C)nc2c1 | 66
O=c1[nH]c(-c2ccccc2Cl)nc(=S)[nH]1 | 54
CCCCC1(COC(=O)CCC(=O)O)C(=O)N(c2ccccc2)N(c2ccccc2)C1=O | 51&59
Cn1c(/C(C#N)=C/c2ccc(Br)cc2)nc2ccccc21 | 60
CC(=O)Oc1ccc(OC(C)=O)c2c1[C@@H]1C=C[C@H]2CC1 | 54&44
CCOC(=O)c1oc2ccccc2c1NC(=O)COc1ccc(C(C)C)cc1 | 59

The last 2 entries of the part before come first, to join the parts:
Molecule | RMI FANCM FP
CC(=O)Oc1ccc(OC(C)=O)c2c1[C@@H]1C=C[C@H]2CC1 | 54&44
CCOC(=O)c1oc2ccccc2c1NC(=O)COc1ccc(C(C)C)cc1 | 59
CC(=O)Nc1cccc(NC(=O)C(=O)NCCN2CCOC(c3ccccc3)C2)c1 (stereo not drawn) | 73
Cc1ccc(-c2ccc(=O)n(CCNC(=O)Nc3cccc(C(F)(F)F)c3)n2)cc1 | 75
COc1ccccc1CNC(=O)C(=O)Nc1cccc(Cl)c1C | 58
O=c1c2cn(Cc3ccc(F)cc3)c3ccc(F)cc3c-2nn1Cc1cccc(Cl)c1 | 66
Cc1cc(NC(=O)c2ccccc2C(F)(F)F)n(-c2nc3c(cnn3-c3ccccc3)c(=O)[nH]2)n1 | 65
O=C(Cc1csc(Nc2ccccc2)n1)NCCCc1ccccc1 | 66
CCOc1ccc2nc(N(CCCN3CCOCC3)C(=O)c3ccno3)sc2c1 | 62
C=CCn1c(SCC(=O)Nc2sc(C)c(C)c2C(=O)OCC)nc2sc3c(c2c1=O)CCCC3 | 75
Cc1ccsc1/C=C/C(=O)O/N=C(/N)c1ccc(C(F)(F)F)cc1 | 65
COc1ccc(C(CNC(=O)Nc2ccccc2)N2CCN(C)CC2)cc1 (stereo not drawn) | 53
COc1ccc(CN=Cc2ccc(NC(C)=O)cc2)cc1 | 63
CC(=O)c1c[nH]c2ccccc12 | 61
Cc1ccc2[nH]c3c(=O)n(CC(C)c4ccccc4)cnc3c2c1 (stereo not drawn) | 66
C=Cc1ccc(CSc2nccn(-c3ccc(C)cc3)c2=O)cc1 | 68
COc1ccc(N(C)S(=O)(=O)c2ccsc2-c2nc(-c3ccc(C)cc3)no2)cc1 | 60
Cc1ccc(C)c(S(=O)(=O)NCC(c2ccc3c(c2)CCCN3C)N(C)C)c1 (stereo not drawn) | 66
O=C1/C(=C\c2cccs2)SC(=S)N1CCS(=O)(=O)O | 59
Cc1ccc(S(=O)(=O)N2CCCC2C(=O)N2CCOCC2)cc1 (stereo not drawn) | 64
CCOc1ccc(NC(=O)CCN2C(=O)/C(=C/c3cccs3)SC2=S)cc1 | 67
COc1cc2ccccc2cc1C(=O)Nc1sccc1C(N)=O | 76
COc1ccc(-n2c(-c3ccc(Br)cc3)n[nH]c2=S)c(OC)c1 | 58
O=C1Nc2ccccc2Oc2ccc(NS(=O)(=O)Cc3cccc(Cl)c3)cc21 | 65
CCS(=O)(=O)Nc1cc(N2CCCS2(=O)=O)ccc1OC | 52
N#Cc1ccc(C(=O)Nc2nc3ccc(Cl)cc3s2)cc1 | 56
C=CCNC(=S)N/N=C\c1ccc(-c2cccc([N+](=O)[O-])c2)o1 | 62
O=C(CN1CCN(Cc2nc(-c3cccs3)cs2)CC1)NCc1ccc(F)cc1 | 60
O=C(c1cccs1)n1nccc1/C=C/c1c(Cl)cccc1Cl | 60
CCn1nc(C)cc1C(=O)Nc1ccc(S(N)(=O)=O)cc1 | 67
COc1cc(C(=O)Nc2cc(C)nn2C(C)C)cc(OC)c1OC | 69
CC(=O)NCc1c(I)c(NC(C)=O)c(I)c(C(=O)O)c1I | 63
O=C(c1cccc(C(F)(F)F)c1)N1CCN(c2c(Cl)cncc2Cl)CC1 | 61
COc1cccc(C(=O)NCc2ccsc2)c1 | 67
CCS(=O)(=O)c1ccccc1C(=O)Nc1nc(-c2ccc3c(c2)OCO3)cs1 | 54
COc1ccc2nc(-c3ccc(C)c(NC(=O)NCc4ccccc4)c3)cn2n1 | 86
C=CCN1C(=O)C(C)(C)COc2ccc(NC(=O)c3cc4ccccc4oc3=O)cc21 | 67
COc1ccc(-n2c(C)nc3ccc(NC(=O)c4ccc(S(=O)(=O)N(C)C)cc4)cc3c2=O)cc1 | 62
Cc1cc(Cl)ccc1NC(=O)CSc1nnc(N=CN(C)C)s1 | 60
COc1cccc(OCC(=O)N(CCn2nc(C)cc2C)c2nc3ccccc3s2)c1 | 70
CCc1cccc(C)c1NC1=NCCC(=O)S1 | 57
Cc1csc(CN2CCN(C(=O)c3ccc(S(=O)(=O)N(C)C)cc3)CC2)n1 | 63
CCOC(=O)c1cnc(NNC)nc1C(F)(F)F | 33
COc1ccc(F)cc1CN1CCN(c2cc(C)nc3c4c(C)cc(C)nc4nn23)CC1 | 74
CCc1cc(=O)[nH]c(SCC(N)=O)n1 | 66
Nc1nnc(-c2cccs2)o1 | 69
N#Cc1c2c(c(=O)n3c1[nH]c1ccccc13)CCC2 | 57
COc1ccc(C(=O)Cn2nc(C3CCN(S(C)(=O)=O)CC3)n(C)c2=O)cc1 | 61
CCOc1cccc2sc(N(CCCN(C)C)C(C)=O)nc12 | 75
O=C1NC(=S)S/C1=C\c1ccc([N+](=O)[O-])s1 | 49
COC(=O)c1sc2ccccc2c1NC(=O)c1ccccc1Cl | 62
COc1ccc(CNC(=O)NCC(c2ccc3c(c2)CCN3C)N2CCCC2)cc1OC (stereo not drawn) | 64
Cc1cccc(NC(=O)Cc2csc(Nc3ccc(F)cc3)n2)c1 | 68
Clc1ccc(Sc2nc(-c3cccs3)ns2)cc1 | 79
CC(C)CNC(=O)Cc1csc(Nc2cccc(C(F)(F)F)c2)n1 | 52
O=C(CSc1nnc(CNC(=O)c2ccco2)o1)NCC1CCCO1 (stereo not drawn) | 63
Cc1ccc(C(=O)Nc2nc3ccc4ccccc4c3s2)c(C)c1 | 64
CC(=O)c1ccc(NC(=O)Cn2nc(C3CCCN(S(C)(=O)=O)C3)n(C)c2=O)cc1 (stereo not drawn) | 61
CC1CC(C)CN(Cc2nc3c(c(=O)n(C)c(=O)n3C)n2CCc2ccccc2)C1 (stereo not drawn) | 59
Cc1ccc(N2CC(C(=O)Nn3cnc4c(cnn4C(C)(C)C)c3=O)CC2=O)cc1 (stereo not drawn) | 54
C[C@]12CC=CCC1CCC1C2CC[C@](C)(C(=O)O)C1/C=C1/Nc2ccccc2C1=O (stereo partly drawn) | 35*!
COc1ccc(S(=O)(=O)N2CCCc3cc(NS(=O)(=O)c4cccc(C)c4)ccc32)cc1 | 73

Ordered by molar mass (high to low): 4 of the compounds above
Molecule | RMI FANCM FP
COc1ccc(CNC(=O)NCC(c2ccc3c(c2)CCN3C)N2CCCC2)cc1OC (stereo not drawn) | 64
COc1ccc(C(=O)Cn2nc(C3CCN(S(C)(=O)=O)CC3)n(C)c2=O)cc1 | 61
Cc1ccc(C(=O)Nc2nc3ccc4ccccc4c3s2)c(C)c1 | 64
CCOc1cccc2sc(N(CCCN(C)C)C(C)=O)nc12 | 75

Continuation:
Molecule | RMI FANCM FP
Cc1cc(C(=O)CN2CCOCC2)c(C)n1-c1cccc(C(F)(F)F)c1 | 70
COc1cc(C(=O)n2nc(C)c(Sc3ccc(Cl)cc3)c2C)cc(OC)c1OC | 59
COC(=O)c1cc(OC)c(OC)cc1NC(=O)C1Cc2ccccc2C(=O)O1 (stereo not drawn) | 56
CCOC(=O)c1c(C)oc(-c2ccc(C)cc2)c1S(=O)(=O)Nc1ccc(C(F)(F)F)cc1 | 58
O=C(CSc1ccc(NC(=O)c2ccco2)nn1)Nc1nc2ccccc2s1 | 106
COc1cc(C(C)(C)C)c(OC)cc1C(C)(C)C | 55
CCCN1C(=O)C(C)(C)COc2ccc(NS(=O)(=O)CC)cc21 | 69
CN(C)c1oc(-c2ccco2)nc1S(=O)(=O)c1ccc(Br)cc1 | 60
O=C(Nc1ccc(F)cc1)Nc1nc(C(=O)NCCc2ccc(Cl)cc2)cs1 | 58
COc1ccc(Cl)cc1C(=O)NCC1CCN(Cc2ccco2)CC1 | 74
Cc1cc(C)c(NC(=O)CSc2ncnc3c2nnn3Cc2ccccc2F)c(C)c1 | 66
CC(=O)c1ccccc1N1C(=O)C2C3C=CC(C3)C2C1=O (stereo not drawn) | 62
O=C(NCCc1csc(-c2ccc(Cl)cc2)n1)c1c(F)cccc1Cl | 56
CCOC(=O)c1sc(NC(=O)c2cc(C)on2)nc1-c1ccccc1 | 56
Cc1ccc(-n2nnc(C(=O)OCc3nc(-c4cccc(Cl)c4)oc3C)c2C)cc1F | 65

Some of the entries above, reformatted.
RMI FANCM FP,SMILES
55,COc1cc(C(C)(C)C)c(OC)cc1C(C)(C)C
60,CN(C)c1oc(-c2ccco2)nc1S(=O)(=O)c1ccc(Br)cc1
62,CC(=O)c1ccccc1N1C(=O)C2C3C=CC(C3)C2C1=O (stereo not drawn)
